EPAC1 antag = EPAC1 (human) antagonism; actives 0.14% (n = 360,000); EPAC1 GEF assay, Rap1b-BODIPY-GDP exchange fluorescence; Potency, µM (series often up to 115 µM), without a hit: top-dose activity change, negative = inhibition, most hits filed as inhibitors; O95398; AID 720709;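 also: potency is read from the fitted curve at half-maximal effect; plate controls were vehicle for no effect and positive control for full effect; nearly all actives have a fitted effect of over 50% in size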
PLK1 PBD block = blocks phosphopeptide binding to human PLK1 polo-box domain. Plk1 PBD binding of FITC phosphopeptide, fluorescence polarization. Potency, µM, for the others: max response, negative = inhibition, usual class: inhibitors. actives 2.8% (n = 360,000). AID 720504; also: potency is read from the fitted curve at half-maximal effect; series mostly up to about 57 µM; % is scaled to controls: 0 for no effect and ±100 for the full control effect; nearly all actives have a fitted effect of over 65% in size
Target sequence (P53350 whole entry, looked up, the tested form may be a part): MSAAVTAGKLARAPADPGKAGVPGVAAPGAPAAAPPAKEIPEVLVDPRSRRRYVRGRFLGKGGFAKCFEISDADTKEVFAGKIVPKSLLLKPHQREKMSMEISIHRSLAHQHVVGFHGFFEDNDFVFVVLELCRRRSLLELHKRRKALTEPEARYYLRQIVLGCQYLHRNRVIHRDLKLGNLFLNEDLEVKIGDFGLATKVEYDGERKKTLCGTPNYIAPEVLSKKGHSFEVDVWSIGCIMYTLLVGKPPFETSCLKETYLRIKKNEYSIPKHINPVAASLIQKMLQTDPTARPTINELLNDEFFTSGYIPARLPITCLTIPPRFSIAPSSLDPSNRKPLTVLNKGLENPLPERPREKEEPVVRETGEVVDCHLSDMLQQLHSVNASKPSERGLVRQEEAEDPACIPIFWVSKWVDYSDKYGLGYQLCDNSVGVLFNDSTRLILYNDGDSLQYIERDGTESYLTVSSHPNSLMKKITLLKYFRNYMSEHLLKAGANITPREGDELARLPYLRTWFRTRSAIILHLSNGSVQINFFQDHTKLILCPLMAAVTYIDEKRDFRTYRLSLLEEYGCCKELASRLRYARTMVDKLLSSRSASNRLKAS
IL-2 act = activates IL-2 in a cell-based reporter assay; IL-2 activation reporter assay, cell-based qHTS; stimulated with anti-CD3/CD4/CD28 beads; in transgenic mouse T cells; activation, % (series mostly up to about 46 µM); actives 0.065% (n = 360,000); in the data active = activation above about 50%; inconclusive = mostly about 30% to 49%; also: 0% is about no effect
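EGFP and DsRed fluorescence is measured by plate cytometry in unstimulated transgenic mouse T cells exposed to compound for 60 minutes, then stimulated 18 hours at 37 degrees C with anti-CD3/anti-CD4 beads plus anti-CD28.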
WRN inhibitor = blocks human WRN helicase; Potency, µM (series often up to 114 µM), for inactives: at the top dose activity change, negative = inhibition, usual class: inhibitors; actives 0.46% (n = 360,000); WRN helicase unwinding, fluorescent forked duplex, kinetic; also: potency is read from the fitted curve at half-maximal effect; % is scaled to controls: 0 for no effect and ±100 for the full control effect; nearly all actives have a fitted effect of over 55% in size
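Primary qHTS, 1536-well format. 20 nM WRN + compound, 15 min RT; start with 100 nM forked fluorophore/quencher duplex, 2 mM ATP (final); kinetic read ex 525/em 598 nm.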
FUS suppressor = suppressors of FUS proteinopathy in yeast. S. cerevisiae FUS-expressing, growth rescue, OD600, 24 h. Potency, µM (titrated, usually from 76.6 µM), without a hit: at the highest dose growth rescue (activation), most hits filed as activators. actives 0.24% (n = 390,000);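 also: potency is read from the fitted curve at half-maximal effect; plate controls were DMSO vehicle for no effect and reference control for full effect; nearly all actives have a fitted effect of over 55% in size; some results filed as inactive show a strong effect at the top dose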
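Read-out: OD at 600 nm after 24hr at 30C, reporting rescue of FUS-induced yeast toxicity. Cells at OD 0.005 in galactose (2%) minimal medium; compounds tested in a dilution series; CP55940 titration from 92uM final as control.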
aSyn yeast inh = rescues yeast growth from alpha-synuclein toxicity | Yeast expressing alpha-synuclein, growth rescue, BacTiter-Glo, 24 h | Potency, µM (titrated, usually from 46.1 µM), for the others: top-dose growth rescue (activation), most hits filed as activators | actives 0.14% (n = 370,000); also: potency is read from the fitted curve at half-maximal effect; % of control where 0% means no effect; nearly all actives have a fitted effect of over 65% in size
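Rescue of yeast growth: cells expressing toxic alpha-synuclein, induced in galactose at OD600 0.02, incubated with compound 24 h at 30 C. ATP luminescence quantified growth; inhibitors of toxicity appear as activators.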
PI5P4Ka inh = blocks human PI5P4K alpha kinase activity | PI5P4Kalpha enzyme, ADP-Glo luminescence, 60 min; active compounds read low | AID 652105 | actives 1.2% (n = 330,000) | max response, % | P48426; active = max response of -50% or lower; inconclusive = between -30% and -50%; inactive = -30% or higher; also: value at the top dose of about 77 µM; % is scaled to controls: 0 for no effect and ±100 for the full control effect
Target sequence (P48426 whole entry, looked up): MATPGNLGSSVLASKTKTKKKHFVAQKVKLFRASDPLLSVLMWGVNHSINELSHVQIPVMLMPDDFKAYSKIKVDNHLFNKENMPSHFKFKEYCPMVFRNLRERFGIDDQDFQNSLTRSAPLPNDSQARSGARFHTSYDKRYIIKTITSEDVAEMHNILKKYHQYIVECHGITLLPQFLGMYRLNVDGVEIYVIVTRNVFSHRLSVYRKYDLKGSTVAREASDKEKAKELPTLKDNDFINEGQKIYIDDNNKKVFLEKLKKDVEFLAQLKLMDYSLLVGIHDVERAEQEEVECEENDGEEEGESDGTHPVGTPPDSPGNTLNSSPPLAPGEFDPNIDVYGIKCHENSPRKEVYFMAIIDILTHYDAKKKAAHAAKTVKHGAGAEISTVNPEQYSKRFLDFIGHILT
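Human PI5P4Kalpha with substrate in 0.038 M HEPES pH 7.4, 0.28 mM EGTA, 0.1% CHAPS, 5% DMSO; reaction started with 5 microM ATP (final), 60 min at room temperature. ADP formed read by ADP-Glo luminescence.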
EPAC1 ag = activates human EPAC1 exchange factor. O95398. EPAC1 agonist qHTS, biochemical assay; response scale: 100% = response to 6.5 mM cAMP. Potency, µM (doses to about 154 µM), inactives show at the top dose activation, usual class: activators. actives 0.073% (n = 360,000). AID 720707; also: potency is read from the fitted curve at half-maximal effect; nearly all actives have a fitted effect of over 60% in size
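EPAC1 100 nM, Rap1B–BODIPY-GDP 250 nM, unlabeled GDP 50 uM; compound titration; 5 min RT; kinetic read ex480/em540 at 5-min intervals ×30 min; data normalized to 6.5 mM cAMP agonist control.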
Abeta rescue = compounds reversing amyloid beta toxicity in yeast | yeast expressing A-beta42, growth rescue, OD600, 48 h; response scale: 0% DMSO, 100% iron-clioquinol control | Potency, µM (series often up to 46.1 µM), for the others: at the highest dose growth rescue, hits mostly activators | actives 0.063% (n = 410,000) | AID 1347071; also: potency is read from the fitted curve at half-maximal effect; nearly all actives have a fitted effect of over 55% in size
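Yeast A-beta toxicity model in growth medium with pinned compounds, 48 h at 30 C; growth read as absorbance at 600 nm. Normalized to FeCl3/clioquinol equimolar mix (positive) and DMSO (negative).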
Starred values were filed as active, the others as inactive; ? = inconclusive; . = not tested or not shown; [ ] = dose if it differs, or a comment. Unless noted, calls follow the shape of the dose curve; as a rule, active = well fitted curve in the direction sought with a large enough effect; inconclusive = small, poorly fitted or top-dose-only effect, or another doubt; inactive = no such curve, though single readings can be large; an effect the other way counts as inactive or inconclusive.

SMILES	EPAC1 antag	PLK1 PBD block	IL-2 act	WRN inhibitor	FUS suppressor	aSyn yeast inh	PI5P4Ka inh	EPAC1 ag	Abeta rescue
CCCCOc1ccc(C(=O)NCC(=O)NNC(=O)C2COc3ccccc3O2)cc1 (configuration not stated)	-11%	3%	3.5	-9%	?	2%	1	5%	5%
Cc1cc(C)c(-n2nnnc2SCC(=O)c2cc3ccccc3o2)c(C)c1	-10%	-2%	9.2	?	-19%	-2%	5	17%	-6%
Cc1cc(=O)c2c(C)nn(-c3ccccc3)c2[nH]1	-20%	-6%	-0.7	-32%	-13%	1%	1	10%	-6%[9.22 µM]
O=c1cc(-c2ccccc2)nc(SCc2ccc(Cl)cc2)[nH]1	15%	-1%	1.5	8%	-24%	-1%	-5	-4%	8%
CC(C)Oc1ccc(N2CC(C(=O)Nc3ccccn3)CC2=O)cc1 (configuration not stated)	-8%	-11%	0.9	8%	-7%	-11%	2	-11%	2%
CCCCCn1c(=O)[nH]c2cc(C(=O)N3CCN(Cc4ccc5c(c4)OCO5)CC3)ccc2c1=O	4%	-11%	-0.9	-12%	50%	-4%	2	1%	17%
Cc1ccc2cc(CN(Cc3ccco3)C(=O)c3ccco3)c3nnnn3c2c1	-14%	-11%	-2.6	3%	45%	25%	3	-1%	7%
O=C(COc1ccc2c(c1)oc(=O)c1ccccc12)NCC1CCC(C(=O)O)CC1 (configuration not stated)	0%	-7%	0.3	1%	21%	-1%	0	-5%	-2%
COC(=O)[C@H](C)NC(=O)Nc1ccc(OC(F)(F)F)cc1	-5%	3%	-0.3	-1%	8%	4%	7	10%	3%
COC(=O)C(C)Sc1nc2c(c(-c3ccc(OC)cc3)c1C#N)-c1ccccc1C2=O (configuration not stated)	-2%	-4%	0.8	2%	-9%	.	1	-3%	36%
c1ccc(Cn2nnnc2C(c2cccs2)N2CCSCC2)cc1 (configuration not stated)	6%	-9%	-3.7	-3%	33%	18%	.	17%	-1%
CC(=O)N1CCC(N2CCN(Cc3ccc(C)cc3)C(CCO)C2)CC1 (configuration not stated)	-11%	3%	0.0	1%	3%	9%	-2	-5%	0%
O=C(NO)c1ccc(C(=O)N(C2CCCCC2)C2CCCCC2)cc1	16%	-4%	-3.9	0%	38%	-10%	-1	2%	-18%
CCCN1CCC(N2CCN(c3ccc([N+](=O)[O-])cc3)CC2)CC1	8%	-7%	-0.5	5%	-3%	2%	2	-5%	-27%
CCCn1c(CCC(=O)O)nc2cc(S(=O)(=O)N(CC)CC)ccc21	9%	0%	-0.3	-4%	-6%	1%	0	-8%	-4%
O=S(=O)(NCCNS(=O)(=O)c1cccs1)c1cccs1	2%	-2%	-3.5	-17%	.	1%	1	2%	7%
CSCCC(NC(=O)c1ccc(Cl)cc1Cl)C(=O)OC1CCCCC1=O (configuration not stated)	5%	-11%	1.1	-20%	15%	0%	-4	25%	3%
COc1ccc(-c2cccc(-c3cc(=O)oc4cc(OC)cc(OC)c34)c2)cc1	-3%	-6%	-0.9	-7%	?	1%	1	11%	10%
CC1(C)CCc2cc(CN3CCN(c4ccccn4)CC3)ccc2O1	-1%	1%	-1.9	-5%	20%	2%	2	4%	-10%
CCCCn1c(N)c(N(CC(C)C)C(=O)c2cccc(S(=O)(=O)N3CCN(C)CC3)c2)c(=O)[nH]c1=O	20%	-4%	-3.9	0%	11%	1%	3	7%	13%
O=C(O)c1ccc(-n2cccn2)c([N+](=O)[O-])c1	-6%	-6%	-4.3	-6%	-3%	-10%	-4	4%	4%
CCOC(=O)C1(Cc2cccc(F)c2)CCN(Cc2cnc(C)s2)CC1	-13%	0%	0.2	15%[57.1 µM]	-8%	0%	6	-3%	-10%
COCCn1c(-c2cc(OC)c(OC)c(OC)c2)nc2oc3cc(OC)ccc3c(=O)c2c1=O	-12%	7%	1.1	-6%	14%	5%	1	1%	3%
COc1ccc(C2CC(c3ccccc3OC(=O)/C=C/c3ccccc3)=NN2C(C)=O)cc1 (configuration not stated)	-15%	-9%	-0.4	-6%	42%	17%	0	-6%	17%
CNCC(=O)Nc1ccc(Cl)c(C(F)(F)F)c1	-2%	4%	1.1	-3%	-17%	0%	13	-1%	-3%
COc1ccc(NC(=O)CCS(=O)(=O)c2cc3c(cc2C)NC(=O)CO3)cc1	0%	-17%	-3.9	1%	-16%	-2%	-13	-5%	-18%
CCOC(=O)Cc1csc(NC(=O)CSc2nnc(C(C)C)n2C)n1	-1%	-7%	2.4	6%	4%	3%	-2	-3%	4%
CCSC1=N/C(=C\c2ccc3c(c2)OCO3)C(=O)S1	8%	-25%	7.3	-13%	27%	7%	15	6%	10%
COc1ccc(CNC(=O)CN(C)S(=O)(=O)c2ccccc2)cc1	19%	8%	-1.3	6%	2%	0%	-7	-8%	3%
COc1ccc2c(c1)CO[C@@]21O[C@H](CCO)C[C@H](O)[C@H]1O	-10%	-10%	0.2	0%	-14%	-2%	-7	-7%	-8%
N/C(Cc1ccc([N+](=O)[O-])cc1)=N\OC(=O)Cc1ccc(Cl)cc1	-15%	2%	2.2	-7%	-8%	4%	7	5%	-61%[inhibitor]
CCOC(=O)C1(Cc2ccccc2)CCN(Cc2ccc(COC)o2)CC1	2%	-4%	-0.9	-1%	-1%	-6%	0	0%	-4%
COc1ccc(-c2nc(/C=C3\C(C)=Nc4ccccc43)c(O)o2)cc1	-20%	-14%	-5.5	48%[activator]	?	-6%	38	-23%	-17%
O=C(O)c1cc(O)c2c(c1)[C@@H]([C@H]1c3cc(C(=O)O)cc(O)c3C(=O)c3c(O[C@@H]4O[C@H](CO)[C@@H](O)[C@H](O)[C@H]4O)cccc31)c1cccc(O[C@@H]3O[C@H](CO)[C@@H](O)[C@H](O)[C@H]3O)c1C2=O	35µM*	2.7µM*	0.4	3.2µM*	27%	-13%	-111*	-7%	-8%
Cc1cc(Cl)c(S(=O)(=O)Nc2cccc(O)c2)cc1OCC(N)=O	0%	-2%	0.4	-4%	1%	6%	-14	2%	15%
O=[N+]([O-])c1ccc(Cc2cncc(O)c2)cc1	-5%	-16%	0.9	-2%	-27%	0%	-4	-4%	-17%
Cc1cc(C)nc(-n2nc(C)cc2NC(=O)CNC(C)c2ccccc2)n1 (configuration not stated)	0%	-2%	-0.6	-3%	8%	-2%	-4	-5%	17%
O=C(Oc1c(Cl)cc(Cl)c2cccnc12)c1ccco1	-19%	-14%	-0.5	-4%	.	3.5µM*	-10	9%	-66%[inhibitor]
Cc1cc(NCCCN2CCOCC2)n2c(nc3ccccc32)c1C#N	12%	-4%	-1.9	-24%	3%	-4%	2	-4%	12%
CCN(CC)CCOC(=O)CCc1cccc2ccccc12	2%	-19%	-0.7	7%	7%	0%	-2	-4%	?
CCC1CCCCN1S(=O)(=O)c1ccc(S(=O)(=O)N(Cc2cccs2)C2CC2)cc1 (configuration not stated)	-14%	-8%	-1.0	1%	17%	14%	.	9%	23%
CNC(=O)C[C@H]1C(=O)N(c2ccc(Br)cc2)C[C@@H]1C	-3%	6%	-3.1	1%	-3%	11%	1	-15%	0%
Cc1ccc(S(=O)(=O)N2CCN(C(=O)c3c(-c4ccccc4)noc3C)CC2)cc1	6%	-10%	-0.3	-4%	-9%	10%	-11	1%	-4%
CSC1=NNC(c2ccc(C(C)(C)C)cc2)=NN1	10%	-4%	-0.2	-3%	-10%	0%	2	3%	1%
CC1(c2ccc(Cl)cc2)NC(=O)N(CC(=O)Nc2ccc3c(c2)OCO3)C1=O (configuration not stated)	3%	3%	0.6	9%	-21%	11%	3	0%	-3%
COc1cccc(/C=C2/SC(=O)N(C)C2=O)c1OCc1ccc(C(=O)O)cc1	-2%	-5%	-0.4	0%	13%	9%	-6	-1%	3%
Cc1ccc2c(c1)c1ncn(CCC3=CCCCC3)c(=O)c1n2C	6%	-1%	0.0	-7%	2%	12%	-1	3%	0%
COc1ccc(CNC(=O)C(C)Sc2ccc(S(=O)(=O)N3CCOCC3)cn2)cc1 (configuration not stated)	-23%	-24%	1.5	-17%	12%	10%	-5	-8%	-7%

Continued; it opens with the 3 that closed the last part.
SMILES	EPAC1 antag	PLK1 PBD block	IL-2 act	WRN inhibitor	FUS suppressor	aSyn yeast inh	PI5P4Ka inh	EPAC1 ag	Abeta rescue
COc1cccc(/C=C2/SC(=O)N(C)C2=O)c1OCc1ccc(C(=O)O)cc1	-2%	-5%	-0.4	0%	13%	9%	-6	-1%	3%
Cc1ccc2c(c1)c1ncn(CCC3=CCCCC3)c(=O)c1n2C	6%	-1%	0.0	-7%	2%	12%	-1	3%	0%
COc1ccc(CNC(=O)C(C)Sc2ccc(S(=O)(=O)N3CCOCC3)cn2)cc1 (configuration not stated)	-23%	-24%	1.5	-17%	12%	10%	-5	-8%	-7%
Cc1cc(C)c(CN2CCN(C(=O)Cn3cnc(C(=O)Nc4ccc(C)c(C)c4)n3)CC2)c(C)c1	-17%	-10%	0.3	3%	6%	0%	9	-26%	2%
CCc1ccc(OCc2ccc(C(=O)O)o2)cc1	-1%	-10%	0.2	-13%	-1%	6%	-1	7%	?
CCOc1ccc(CCNC(=O)CN2C(=O)NC3(CCCCC3C)C2=O)cc1OCC (configuration not stated)	6%	-12%	-2.2	-8%	13%	-4%	-9	3%	9%
O=C(Cc1coc2ccc3ccccc3c12)N1CCc2ccccc21	1%	-10%	-1.8	12%	2%	.	-1	-1%	9%
C/C(=N\NC(=O)c1nnn(-c2nonc2N)c1-c1cccs1)c1ccc(C)cc1	-3%	-7%	-0.1	-4%	34%	-3%	-2	-5%	22%
Cc1ccccc1NS(=O)(=O)c1ccc(NC(=O)N2CCCCC2)cc1	5%	-3%	-2.3	?	.	5%	-1	1%	-10%
N=c1n(CCN2CCCCC2)c2ccccc2n1CC(=O)c1ccc(Cl)c(Cl)c1	-22%	-10%	1.5	1%	20%	-17%	16	22%	-32%[inhibitor]
